RXFP1 agonist = RXFP1 (human) receptor agonism. HEK293T-RXFP1 cAMP TR-FRET, 30 min; response scale: percent of porcine relaxin response, buffer zero. Potency, µM (series often up to 57.5 µM), without a hit: at the highest dose activation, hits mostly activators. 0.3% of 370,000 active; note: potency is the fitted concentration of half-maximal effect; % is set by controls: 0 for no effect and ±100 for the full control effect; nearly all actives have a fitted effect of over 60% in size; many of its hits are not listed in these tables
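cAMP rise read by TR-FRET after 30 min, 37C compound exposure (up to 58 uM) in RXFP1-transfected HEK293 cells with Ro 20174 present. EC50 from Hill-equation fits, with 29 nM porcine relaxin as 100% and buffer as basal.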
TrxR1 substrate = is turned over as a substrate by rat TrxR1 | purified TrxR1 substrate turnover, NADPH consumption readout | O89049 | Potency, µM (series often up to 114 µM), for the others: at the top dose activity change, negative = substrate turnover | 0.01% of 390,000 active; note: potency is the fitted concentration of half-maximal effect; % is set by controls: 0 for no effect and ±100 for the full control effect; nearly all actives have a fitted effect of over 50% in size
Target sequence (O89049 whole entry, looked up): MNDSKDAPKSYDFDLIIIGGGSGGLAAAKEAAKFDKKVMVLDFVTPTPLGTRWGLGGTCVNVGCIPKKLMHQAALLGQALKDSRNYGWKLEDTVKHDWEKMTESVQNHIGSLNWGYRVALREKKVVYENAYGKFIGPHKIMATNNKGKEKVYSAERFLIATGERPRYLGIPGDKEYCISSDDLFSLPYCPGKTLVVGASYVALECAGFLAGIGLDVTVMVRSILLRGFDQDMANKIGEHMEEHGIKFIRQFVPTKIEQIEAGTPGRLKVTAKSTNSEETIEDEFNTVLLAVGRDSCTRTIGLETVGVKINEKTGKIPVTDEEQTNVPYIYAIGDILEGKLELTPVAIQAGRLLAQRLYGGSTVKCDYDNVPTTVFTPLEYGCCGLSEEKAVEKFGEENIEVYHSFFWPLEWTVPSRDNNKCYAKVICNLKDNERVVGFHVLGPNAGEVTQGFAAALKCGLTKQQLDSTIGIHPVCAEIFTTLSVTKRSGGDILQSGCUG
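Rat TrxR1, dispensed at 90 nM, was prereduced with 400 uM NADPH (final) for 5 min at ~22 deg C, then incubated with compound 15 min before 400 uM selenite. A first-read NADPH fluorescence drop versus no-compound background flagged substrates.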
PI4K2A block = PI4K2A (human) kinase inhibition. Q9BTU6. AID 1346378. 0.13% of 420,000 active. activity change, negative = inhibition, % at 76.9 µM. purified PI4K2A, ADP-Glo luminescence, 1 h; hits give low values; in the data active = activity change below about -50%; inconclusive = mostly about -30% to -49%;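 note: -100% = wells without enzyme as full effect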
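In this quantitative HTS, ADP production by PI4K2A was quantified luminescently after 1 h at ambient temperature; 100 microM adenosine served as plate-quality control.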
GRP78 ERSR act = induces the endoplasmic reticulum stress response in human glioma cells; U87-MG GRP78 promoter luciferase reporter, 16 h; Potency, µM, inactives show at the highest dose activation, actives largely listed as activators; 0.02% of 420,000 active; AID 602332; note: potency is the fitted concentration of half-maximal effect; series mostly up to about 76 µM; % of control where 0% means no effect; nearly all actives have a fitted effect of over 35% in size
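ERSR induction read as luciferase luminescence (Bright-Glo, 10 min at room temperature) in stably transfected human U87-MG glioma cells exposed to compounds for 16 h, using GRP78 as sensor.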
Vif-A3F inh = inhibitors of Vif-A3F interaction; Potency, µM (top dose mostly 46.1 µM), inactives show at the top dose activity, negative = active; HeLa A3F-eYFP + Vif (tagged APOBEC3F with the HIV-1 protein that degrades it), YFP fluorescence increase; 0.2% of 390,000 active; note: potency is the fitted concentration of half-maximal effect; % of control where 0% means no effect; nearly all actives have a fitted effect of over 65% in size
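HeLa cells stably expressing A3F-eYFP plus Vif, plated and incubated overnight at 37 deg C, then exposed to compounds overnight at 37 deg C. Blocked degradation read as raised yellow fluorescence (Ex 488/Em 500-530).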
Vif-APOBEC3G blk = inhibitors of Vif-APOBEC3G interaction | Q9HC16 | HeLa A3G-eYFP + Vif (tagged APOBEC3G with the HIV-1 protein that degrades it), YFP fluorescence, overnight | Potency, µM (top dose mostly 46.1 µM), for inactives: top-dose activity, negative = active, hits mostly inhibitors | 0.076% of 410,000 active;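 note: potency is the fitted concentration of half-maximal effect; % is set by controls: 0 for no effect and ±100 for the full control effect; nearly all actives have a fitted effect of over 60% in size; hits raise eYFP signal because A3G escapes Vif-driven loss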
Target sequence (Q9HC16 whole entry, looked up): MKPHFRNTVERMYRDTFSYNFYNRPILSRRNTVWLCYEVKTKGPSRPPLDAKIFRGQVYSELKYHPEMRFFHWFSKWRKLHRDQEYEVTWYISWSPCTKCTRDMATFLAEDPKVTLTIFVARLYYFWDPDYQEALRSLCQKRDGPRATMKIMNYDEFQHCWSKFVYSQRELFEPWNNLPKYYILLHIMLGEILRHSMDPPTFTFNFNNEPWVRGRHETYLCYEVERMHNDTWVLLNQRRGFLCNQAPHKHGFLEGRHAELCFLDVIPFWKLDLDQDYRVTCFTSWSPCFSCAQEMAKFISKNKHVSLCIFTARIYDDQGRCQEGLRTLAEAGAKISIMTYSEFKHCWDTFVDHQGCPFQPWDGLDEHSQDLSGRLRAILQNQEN
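HeLa cells stably expressing Vif and C-terminally eYFP-tagged A3G, seeded overnight at 37 deg C, then exposed to compound by pintool overnight at 37 deg C. Rise in yellow fluorescence (Ex 488/Em 500-530, Acumen) marks blocked Vif-driven A3G degradation.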
LDHA inh = blocks human lactate dehydrogenase A; P00338; purified LDHA, NADH/diaphorase-resazurin fluorescence; hits give low values; activity change, % (values are at about 110 or 230 µM); 0.15% of 480,000 active; in the data active = activity change below about -30%; inconclusive = mostly about -25% to -30%;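 note: plate controls were DMSO wells for no effect and wells without enzyme for full effect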
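Resorufin fluorescence (ex540/em590), read at 0 and 20 min after diaphorase/resazurin addition, reports the NADH left after a 5 min room-temperature reaction of 2 nM human LDH5 with 0.06 mM NADH and 0.2 mM pyruvate.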
mIDH1 inhibitor = blocks human mutant IDH1 R132H enzyme. O75874. IDH1-R132H enzyme, NADPH consumption, diaphorase/resazurin fluorescence. Potency, µM (titrated, usually from 76.6 µM), without a hit: at the top dose activity change, negative = inhibition, actives largely listed as inhibitors. 0.093% of 390,000 active. AID 602179; note: potency is the fitted concentration of half-maximal effect; % is set by controls: 0 for no effect and ±100 for the full control effect; nearly all actives have a fitted effect of over 65% in size
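IDH1-R132H (0.5 ug/mL) preincubated 30 min with compound, then NADPH (0.016 mM) and alpha-KG (2 mM) added; 80 min at RT, pH 7.5. Remaining NADPH coupled via diaphorase/resazurin to fluorescence (540/590 nm); concentration-response curves normalized to no-enzyme control.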
USP1 inh = blocks the human USP1/UAF1 deubiquitinase complex. recombinant USP1/UAF1, Ub-Rhodamine cleavage fluorescence. 0.23% of 390,000 active. Potency, µM (series often up to 57.1 µM), for inactives: at the highest dose activity change, negative = inhibition, actives largely listed as inhibitors. AID 743255. O94782; note: potency is the fitted concentration of half-maximal effect; % is set by controls: 0 for no effect and ±100 for the full control effect; nearly all actives have a fitted effect of over 60% in size; inactives centre near -12
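High-throughput fluorogenic screen: 1nM USP1/UAF1 complex, Ub-Rho substrate 150nM final, 50mM HEPES pH 7.8 with 0.5mM EDTA, 0.1 mg/ml BSA, 1mM TCEP and 0.01% Tween-20.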
The depositor's hits bear a star; ? = inconclusive; nt = not tested or not shown; [ ] = another dose, or the depositor's remark. Unless noted, calls come from the whole dose curve; as a rule, active = well fitted curve in the direction sought with a large enough effect; inconclusive = small, poorly fitted or top-dose-only effect, or another doubt; inactive = no such curve, though single readings can be large; an effect the other way counts as inactive or inconclusive. This is a subset (hit frequency here may not be typical).

Second line of a record: TrxR1 substrate	PI4K2A block	GRP78 ERSR act	RXFP1 agonist	LDHA inh	Vif-A3F inh	USP1 inh	Vif-APOBEC3G blk	mIDH1 inhibitor
CCOCCCNC(=O)c1ccccc1Br
→ 5%	6	-2%	0.4%	-8	3%	-18%	3%	-2%
CC(C)N(Cc1nccn1C)C(=O)CCc1nnc(CCCc2ccccc2)o1
→ 4%	-5	8%	-0.2%	-13	-2%	-18%	0%	-5%
COc1ccc(/C=N/NC(=O)C(=O)N2CCCC2)cc1OC
→ -11%	4	2%	-0.6%	0	3%	-15%	0%	4%
COc1ccc(N(CC(=O)NCC2CCCO2)S(=O)(=O)c2ccc(C)cc2)cc1OC (configuration not stated)
→ 8%	0	-5%	1.4%	-18	-1%	-3%	0%	4%
Cc1nn(C)cc1/C=N/NC(=O)C(C)(C)Oc1ccc(Cl)cc1
→ 6%	3	1%	0.5%	-8	-2%	-10%	0%	5%
Cc1ccc(Cl)cc1NC(=O)C1COc2ccccc2O1 (configuration not stated)
→ 5%[57.1 µM]	-22	-1%	-1.1%	-6	-3%	-15%	-4%	2%
CC1(C)CC(=O)c2cc(C(=O)Nc3cccc4ccccc34)c(=O)[nH]c2C1
→ 2%	nt	-4%	nt	0	nt	nt	6%	nt
Cc1cc2nn(-c3ccc(F)cc3)nc2cc1NC(=O)c1cc(Cl)ccc1Cl
→ -4%	0	-1%	1.5%	-5	3%	-1%	2%	0%
CCC(C)NC(=O)CNC(=O)c1nn(-c2ccc(OC)cc2OC)c(=O)c2ccccc12 (configuration not stated)
→ -3%	-1	-3%	-4.7%	-2	3%	-10%	-3%	-2%
COc1ccc(Cl)cc1NC(=O)Cn1cnc2c1c(=O)n(C)c(=O)n2C
→ -1%[57.1 µM]	0	0%	8.6%	1	4%	-2%	-3%	14%
O=C([O-])c1cc(-c2ccccc2)cc(-c2ccccc2)[n+]1CCc1ccc(Cl)cc1
→ 0%	2	-2%	nt	-3	-6%	-7%	7%	1%
COCCCN1C(=O)N(c2ccccc2)C(=O)C1CC(=O)Nc1ccccc1 (configuration not stated)
→ 6%	-1	-5%	2.6%	-3	1%	-23%	-4%	22%
Cc1ccc(C)c(NC(=O)NNS(=O)(=O)c2ccc(C)c(C)c2)c1
→ -7%	-1	-4%	-0.1%	-4	-2%	-12%	2%	5%
COC(=O)c1cc(S(=O)(=O)NCc2ccccc2OC)cn1C
→ -4%	-2	-3%	2.1%	0	-2%	1%	4%	4%
O=C(O)c1csc(Br)c1Br
→ -6%	-6	-4%	-0.9%	-2	1%	-9%	1%	4%
C=CCc1cc(OC)ccc1OCCN(C)Cc1ccccc1
→ 4%	-7	-1%	-1.2%	-9	-20%	-25%	-8%	1%
N#CC(c1ccc(Cl)cc1)c1ccc(Cl)nn1 (configuration not stated)
→ -4%[11.4 µM]	2	-1%	0.1%	2	3%	-7%	0%	3%
CCCCC(=O)Nc1cccc(NC(=O)CC)c1
→ 9%[57.1 µM]	-1	-5%	1.0%	0	0%	-2%	-4%	4%
CCCCOc1ccc(OCCSc2nc3ccccc3n2CC(=O)O)cc1
→ -4%	2	0%	0.5%	-7	3%	-21%	4%	-6%
OC(CN1CCNCC1)Cn1c2ccccc2c2ccccc21 (configuration not stated)
→ 9%	3	-6%	0.2%	-6	3%	-14%	1%	5%
COc1cccc(C(=O)Nc2ccccc2N2CCN(C(=O)c3ccccc3)CC2)c1
→ -6%	-1	-2%	nt	1	4%	-8%	1%	-5%
CCn1c(SCC(=O)Nc2ccccc2OC)nc(O)cc1=O
→ 6%	-3	-3%	-1.6%	-2	-2%	-16%	0%	14%
CN(C)S(=O)(=O)c1ccc2c(c1)N(CC(=O)Nc1ccc(F)cc1)C(=O)CS2
→ 3%[57.1 µM]	3	0%	6.5%	-7	4%	-26%	5%	0%
CCCCC(NC(C)=O)c1nc2ccccc2n1CCCC (configuration not stated)
→ 5%	7	-2%	0.0%	-9	-3%	-5%	-1%	4%
CCNC(=O)C1(C)CCN1CCS(=O)(=O)c1ccc(C)cc1 (configuration not stated)
→ nt	-1	-5%	nt	-6	nt	nt	2%	nt
COc1cccc(/C=C2\SC(=S)N(CCCC(=O)N3CCCC3)C2=O)c1
→ -6%	2	5%	0.2%	2	2%	?	2%	1%
CC1=C(C(=O)Nc2cc(C)cc(C)c2)C2(CCCCC2)OC1=O
→ 3%	3	nt	-2.1%	-17	nt	-15%	nt	nt
O=C(O)c1ccc(CSc2nc3c(c(=O)[nH]2)CCC3)cc1
→ nt	-2	-4%	nt	1	nt	nt	1%	nt
O=C(Nc1ccccc1Cl)c1ccc2c(c1)N(Cc1ccc(F)cc1)C(=O)CS2=O (configuration not stated)
→ 4%[57.1 µM]	5	-5%	2.5%	-1	-4%	-17%	-9%	7%
COc1ccc(C(=O)Nc2cc(OC)c(Cl)cc2Cl)cc1
→ -4%[57.1 µM]	5	-2%	23%	1	-11%	-8%	-4%	10%
Cc1cccc(N(Cc2ccccc2F)S(C)(=O)=O)c1
→ 4%	-7	0%	0.2%	-4	0%	-12%	-6%	3%
CCOc1nc(-c2ccccc2O)nc2ccccc12
→ 8%	0	-1%	1.3%	-1	0%	-20%	-7%	2%
Cc1ccc(/C=C/C(=O)O)cc1S(=O)(=O)NCCCC(=O)O
→ -11%	-4	-6%	0.7%	3	-1%	-16%	3%	2%
COc1cccc(OC)c1NC(=O)Cc1nn(C)c(=O)c2ccccc12
→ -4%	-1	-6%	-0.2%	-11	5%	-14%	2%	-2%
CC(O)(c1ccc(F)c(F)c1)c1nc(-c2csc3ccccc23)cs1 (configuration not stated)
→ nt	2	-3%	nt	-8	nt	nt	-13%	nt
CC[C@@H]1C=C(C(=O)O)[C@H](c2ccc(OC)c(OC)c2)N1S(=O)(=O)c1ccc(C)cc1
→ -7%	2	0%	nt	-11	8%	-5%	0%	2%[38.3 µM]
COc1ccc(-c2c(-c3ccc(OC)cc3O)nc(C)nc2C(F)(F)F)cc1
→ -8%	1	-3%	-0.3%	-10	-2%	-6%	1%	9%
CCOC(=O)c1[nH]c2cc(OC)c(OC)cc2c1NC(=O)c1nonc1C
→ -3%	-2	0%	0.1%	-2	4%	-17%	0%	0%
O=c1nc(N2CCCCC2)nc2n1CCO2
→ 1%	6	-4%	1.3%	-5	0%	-8%	2%	-2%
O=C(CNS(=O)(=O)c1ccccc1)N1CCN(C(=O)c2ccco2)CC1
→ 9%	0	-1%	-0.1%	3	8%	-7%	-6%	10%
CNc1cc(F)nc(F)n1
→ -2%	0	-4%	-3.4%	-1	?	-9%	3%	21%
O=C(Nc1ccccn1)c1csc2c1CCCC2
→ -5%	3	3%	2.9%	-3	0%	-6%	0%	-1%
Cc1ccc(C)c(-c2nnc(NC(=O)c3ccc([N+](=O)[O-])o3)o2)c1
→ -19%	-2	0%	2.7%	2	?	-16%	-2%	4%
Cc1ccc(-n2ncc3c(N4CCN(C)CC4)ncnc32)cc1Cl
→ -9%[57.1 µM]	1	-3%	21%	3	0%	-14%	-1%	18%
N#C/C(=C\c1c(N2CCC(C(N)=O)CC2)nc2ccccn2c1=O)C(=O)NCc1ccco1
→ -3%	4	-3%	?	0	2%	-13%	1%	3%
Cc1ccc(CN2CCN(Cc3cnc(N4CCOCC4)s3)CC2CCO)o1 (configuration not stated)
→ 8%	-2	1%	-1.3%	-1	5%	-17%	-1%	-2%
Cc1ccc(Cl)cc1-n1ncc2c(Nc3cccc(C)c3C)ncnc21
→ -1%[57.1 µM]	-3	16%	1.2%	-1	-7%	-13%	-1%	-15%
CN(CC(=O)Nc1ccccc1Cl)C(=O)CSc1nnc(-c2ccco2)o1
→ 2%[57.1 µM]	0	-1%	-0.9%	-5	0%	-17%	-1%	5%
COc1cccc(NC(=O)N2CCC(C(=O)Nc3ccc(C)cc3C)CC2)c1
→ 4%[57.1 µM]	-5	-3%	0.5%	3	-17%	-3%	0%	5%
C/C(=N\Nc1nc(N2CCCCCC2)nc(N2CCCCCC2)n1)c1ccccc1
→ -2%	-3	-3%	-2.8%	-2	-6%	-12%	-2%	-11%
O=C(NC(=S)N1CCCC1)c1ccc(Cl)cc1
→ 3%	6	-2%	2.5%	1	1%	-21%	4%	-6%
CN(C)c1ccc(/C=C/c2ccnc3cc(Cl)cc(Cl)c23)cc1
→ -4%	nt	-1%	nt	4	nt	nt	-22%	nt

Compound activity (PubChem BioAssay)
